Compound activity from PubChem BioAssay.
IDH1 R132H inh – inhibitors of human mutant IDH1 R132H; IDH1-R132H enzyme, NADPH consumption, diaphorase/resazurin fluorescence; Potency, µM (series often up to 76.6 µM), for the others: at the highest dose activity change, negative = inhibition, actives largely listed as inhibitors; 390,000 compounds, 0.093% hits; AID 602179; also: potency is read from the fitted curve at half-maximal effect; % is scaled to controls: 0 for no effect and ±100 for the full control effect; nearly all actives have a fitted effect of over 65% in size
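IDH1-R132H (0.5 ug/mL dispensed) in pH 7.5 Tris buffer was preincubated 30 min with compound, then given a substrate mix of 0.016 mM NADPH and 2 mM alpha-KG for 80 min at room temperature; remaining NADPH was read by diaphorase/resazurin fluorescence.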
RXFP1 agonist – RXFP1 (human) receptor agonism; Q9HBX9; HEK293T-RXFP1 cAMP TR-FRET, 30 min; response scale: percent of porcine relaxin response, buffer zero; Potency, µM (highest dose often 57.5 µM), inactives show at the top dose activation, actives largely listed as activators; 370,000 compounds, 0.3% hits; AID 2676; also: potency is read from the fitted curve at half-maximal effect; % is scaled to controls: 0 for no effect and ±100 for the full control effect; nearly all actives have a fitted effect of over 60% in size; many of its hits are not listed in these tables
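cAMP rise read by TR-FRET after 30 min, 37C compound exposure (up to 58 uM) in RXFP1-transfected HEK293 cells with Ro 20174 present. EC50 from Hill-equation fits, with 29 nM porcine relaxin as 100% and buffer as basal.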
Vif-APOBEC3F blk – Vif-A3F binding inhibition | Potency, µM (doses to about 46.1 µM), without a hit: top-dose activity, negative = active | 390,000 compounds, 0.2% hits | HeLa A3F-eYFP + Vif (tagged APOBEC3F with the HIV-1 protein that degrades it), YFP fluorescence increase; also: potency is read from the fitted curve at half-maximal effect; % of control where 0% means no effect; nearly all actives have a fitted effect of over 65% in size
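HeLa cells stably expressing Vif plus C-terminally eYFP-tagged A3F were seeded, incubated overnight at 37 deg C, dosed with compound, incubated overnight again at 37 deg C. Yellow fluorescence (Ex 488/Em 500-530) reported blocked Vif-mediated A3F-eYFP degradation.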
GRP78 ERSR act – inducers of ER stress response in human glioma cells; U87-MG GRP78 promoter luciferase reporter, 16 h; Potency, µM, inactives show top-dose activation, most hits filed as activators; 420,000 compounds, 0.02% hits; AID 602332; also: potency is read from the fitted curve at half-maximal effect; series mostly up to about 76 µM; % of control where 0% means no effect; nearly all actives have a fitted effect of over 35% in size
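Stably transfected U87-MG human glioma cells carrying a GRP78-based luminescent sensor were seeded at 1000 cells/well, pin-dosed with compounds and incubated 16 h. Luciferase reagent was then added, and end-point luminescence was read after 10 min at room temperature.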
USP1-UAF1 inh – USP1/UAF1 (human) deubiquitinase inhibition | recombinant USP1/UAF1, Ub-Rhodamine cleavage fluorescence | Potency, µM (doses to about 57.1 µM), for inactives: top-dose activity change, negative = inhibition, hits mostly inhibitors | 390,000 compounds, 0.23% hits | AID 743255 | O94782; also: potency is read from the fitted curve at half-maximal effect; % is scaled to controls: 0 for no effect and ±100 for the full control effect; nearly all actives have a fitted effect of over 60% in size; inactives centre near -12
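1 nM enzyme complex + cpd, 15 min RT; start with Ub-Rho 150nM final; kinetic fluorescence ex 480/em 540, 6 reads q60 s. Buffer 50mM HEPES pH 7.8, 0.5mM EDTA, 0.1 mg/ml BSA, 1mM TCEP, 0.01% Tween-20.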
LDHA block – LDHA (human) enzyme inhibition. P00338. purified LDHA, NADH/diaphorase-resazurin fluorescence; active compounds read low. activity change, % (values are at about 110 or 230 µM). 480,000 compounds, 0.15% hits. AID 1347041; in the data active = activity change below about -30%; inconclusive = mostly about -25% to -30%;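 also: plate controls were DMSO wells for no effect and wells without enzyme for full effect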
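LDH5 2 nM; NADH 0.06 mM, pyruvate 0.2 mM; 200 mM Tris pH 7.4, EDTA, Tween-20; 5 min RT. Detection: diaphorase 0.133 mg/mL + resazurin 37 µM, fluorescence ex540/em590 at 0 and 20 min; normalized to enzyme-free and DMSO wells.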
Vif-APOBEC3G blk – blocks the Vif interaction with human APOBEC3G | HeLa A3G-eYFP + Vif (tagged APOBEC3G with the HIV-1 protein that degrades it), YFP fluorescence, overnight | 410,000 compounds, 0.076% hits | Potency, µM (titrated, usually from 46.1 µM), without a hit: at the top dose activity, negative = active, most hits filed as inhibitors | AID 602310;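 also: potency is read from the fitted curve at half-maximal effect; % is scaled to controls: 0 for no effect and ±100 for the full control effect; nearly all actives have a fitted effect of over 60% in size; hits raise eYFP signal because A3G escapes Vif-driven loss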
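Read-out is eYFP fluorescence (Ex 488/Em 500-530) from Vif-expressing HeLa A3G-eYFP cells; more signal means A3G escaped Vif-mediated degradation. Cells plated overnight, compound pinned in, incubated overnight at 37 deg C.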
PI4K2A block – blocks human PI4K2A kinase activity; purified PI4K2A, ADP-Glo luminescence, 1 h; active compounds read low; Q9BTU6; 420,000 compounds, 0.13% hits; AID 1346378; activity change, negative = inhibition, % at 76.9 µM; in the data active = activity change below about -50%; inconclusive = mostly about -30% to -49%;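 also: -100% = wells without enzyme as full effect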
Target sequence (Q9BTU6 whole entry, looked up): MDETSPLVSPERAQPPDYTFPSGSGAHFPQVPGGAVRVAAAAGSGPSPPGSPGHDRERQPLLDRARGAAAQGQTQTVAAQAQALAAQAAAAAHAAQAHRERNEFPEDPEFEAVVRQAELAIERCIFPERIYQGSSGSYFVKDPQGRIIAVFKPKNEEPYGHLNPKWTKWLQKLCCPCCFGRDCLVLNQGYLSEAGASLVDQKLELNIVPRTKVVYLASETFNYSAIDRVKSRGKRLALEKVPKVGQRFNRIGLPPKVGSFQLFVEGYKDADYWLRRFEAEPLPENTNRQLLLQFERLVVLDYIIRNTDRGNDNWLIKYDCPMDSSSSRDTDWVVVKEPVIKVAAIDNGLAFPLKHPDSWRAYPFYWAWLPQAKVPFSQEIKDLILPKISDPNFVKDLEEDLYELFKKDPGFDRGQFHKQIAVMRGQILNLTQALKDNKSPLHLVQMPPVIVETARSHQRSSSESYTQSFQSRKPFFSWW
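Compounds are screened against recombinant PI4K2A using PI as substrate and ATP, the latter dispensed at 300 microM. Reactions run one hour at ambient temperature before ADP-Glo detection; full inhibition defined by wells lacking enzyme.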
TrxR1 substrate – substrates of rat thioredoxin reductase 1. purified TrxR1 substrate turnover, NADPH consumption readout. 390,000 compounds, 0.01% hits. Potency, µM (highest dose often 114 µM), without a hit: at the highest dose activity change, negative = substrate turnover; also: potency is read from the fitted curve at half-maximal effect; % is scaled to controls: 0 for no effect and ±100 for the full control effect; nearly all actives have a fitted effect of over 50% in size
Target sequence (O89049 whole entry, looked up): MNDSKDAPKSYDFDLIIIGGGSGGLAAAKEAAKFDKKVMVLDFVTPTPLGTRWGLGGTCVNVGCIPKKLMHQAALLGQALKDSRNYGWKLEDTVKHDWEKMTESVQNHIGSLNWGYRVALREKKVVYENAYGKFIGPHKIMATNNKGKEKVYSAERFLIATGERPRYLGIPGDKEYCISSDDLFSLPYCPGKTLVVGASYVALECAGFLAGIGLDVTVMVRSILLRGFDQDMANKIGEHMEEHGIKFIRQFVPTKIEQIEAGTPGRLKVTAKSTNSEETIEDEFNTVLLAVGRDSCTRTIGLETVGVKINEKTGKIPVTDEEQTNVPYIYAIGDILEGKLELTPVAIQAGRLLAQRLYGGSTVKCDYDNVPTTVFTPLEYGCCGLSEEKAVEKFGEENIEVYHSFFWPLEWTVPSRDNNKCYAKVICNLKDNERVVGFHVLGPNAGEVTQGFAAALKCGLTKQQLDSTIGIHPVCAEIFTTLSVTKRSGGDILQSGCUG
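Rat TrxR1, dispensed at 90 nM, was prereduced with 400 uM NADPH (final) for 5 min at ~22 deg C, then incubated with compound 15 min before 400 uM selenite. A first-read NADPH fluorescence drop versus no-compound background flagged substrates.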
* marks the source's active call; other numbers are inactive results; ? = inconclusive; · = no result given; [ ] = remark or other dose. Unless noted, calls follow the shape of the dose curve; as a rule, active = well fitted curve in the direction sought with a large enough effect; inconclusive = small, poorly fitted or top-dose-only effect, or another doubt; inactive = no such curve, though single readings can be large; an effect the other way counts as inactive or inconclusive.

The opening four compounds, to show the layout:
SMILES	IDH1 R132H inh	RXFP1 agonist	Vif-APOBEC3F blk	GRP78 ERSR act	USP1-UAF1 inh	LDHA block	Vif-APOBEC3G blk	PI4K2A block	TrxR1 substrate
COc1cccc(NC(=O)CNC(=O)c2ccc([N+](=O)[O-])cc2)c1	1%	0.5%	7%	-5%	-15%	-3	0%	0	0%
Cc1ccc(CSc2nc3sc(C)c(C)c3c(=O)n2Cc2ccco2)cc1	10%	1.1%	-11%	-2%	-19%	0	-2%	2	2%
CCOc1ccccc1C(=O)NCC(=O)OCC(=O)NCCc1ccc(S(N)(=O)=O)cc1	-3%	2.7%	-2%	-3%	4%	-1	-1%	-9	9%[57.1 µM]
COc1ccccc1OCCCCNCCO	13%	-0.1%	4%	-2%	-10%	-8	1%	6	7%[57.1 µM]

The whole of this part (from the top)
SMILES	IDH1 R132H inh	RXFP1 agonist	Vif-APOBEC3F blk	GRP78 ERSR act	USP1-UAF1 inh	LDHA block	Vif-APOBEC3G blk	PI4K2A block	TrxR1 substrate
COc1cccc(NC(=O)CNC(=O)c2ccc([N+](=O)[O-])cc2)c1	1%	0.5%	7%	-5%	-15%	-3	0%	0	0%
Cc1ccc(CSc2nc3sc(C)c(C)c3c(=O)n2Cc2ccco2)cc1	10%	1.1%	-11%	-2%	-19%	0	-2%	2	2%
CCOc1ccccc1C(=O)NCC(=O)OCC(=O)NCCc1ccc(S(N)(=O)=O)cc1	-3%	2.7%	-2%	-3%	4%	-1	-1%	-9	9%[57.1 µM]
COc1ccccc1OCCCCNCCO	13%	-0.1%	4%	-2%	-10%	-8	1%	6	7%[57.1 µM]
C=CCN1C(=O)/C(=C\C(C)=C\c2ccccc2)SC1=S	-11%	-1.9%	-5%	-2%	-2%	-13	-4%	2	-2%
CCC1=Nc2cc(C(=O)NCCN3CCOCC3)ccc2Sc2ccccc21	0%	0.1%	-8%	-2%	-13%	-6	-7%	3	1%
COc1ccc(C[C@H]2CN3C(=NC[C@@H]3Cc3ccccc3)N2CCNC(=O)c2ccc(C)c(Br)c2)cc1	-12%	2.4%	2%	-14%	-28%	1	-11%	-3	7%[57.1 µM]
COC(=O)CCC(NC(=O)c1cc(C)oc1C)C(=O)OC (centres undefined)	1%	0.3%	·	2%	-16%	2	3%	2	-4%
COC(=O)CNC(=O)C1Nc2ccccc2C2C=CCC12 (centres undefined)	-1%	·	1%	-5%	?	11	1%	-10	4%[57.1 µM]
COc1ccc(S(=O)(=O)N(CC(=O)NCC2CCCO2)Cc2ccccc2)cc1C (centres undefined)	7%	-0.3%	1%	-2%	-16%	0	0%	3	3%
CCCn1c(SC(C(=O)Nc2cccc(OC)c2)c2ccccc2)nc2ccccc2c1=O (centres undefined)	-1%	4.9%	-25%	-1%	-20%	-13	0%	-4	6%
O=C(CN1CCC(NC(=O)C2CCCCC2)CC1)NCc1ccco1	0%	1.7%	1%	-2%	-4%	0	-3%	-2	-1%

Not a retest: 3 of the compounds above.
SMILES	IDH1 R132H inh	RXFP1 agonist	Vif-APOBEC3F blk	GRP78 ERSR act	USP1-UAF1 inh	LDHA block	Vif-APOBEC3G blk	PI4K2A block	TrxR1 substrate
COc1cccc(NC(=O)CNC(=O)c2ccc([N+](=O)[O-])cc2)c1	1%	0.5%	7%	-5%	-15%	-3	0%	0	0%
Cc1ccc(CSc2nc3sc(C)c(C)c3c(=O)n2Cc2ccco2)cc1	10%	1.1%	-11%	-2%	-19%	0	-2%	2	2%
CCOc1ccccc1C(=O)NCC(=O)OCC(=O)NCCc1ccc(S(N)(=O)=O)cc1	-3%	2.7%	-2%	-3%	4%	-1	-1%	-9	9%[57.1 µM]

(next part)
SMILES	IDH1 R132H inh	RXFP1 agonist	Vif-APOBEC3F blk	GRP78 ERSR act	USP1-UAF1 inh	LDHA block	Vif-APOBEC3G blk	PI4K2A block	TrxR1 substrate
Cc1ccc(C(=O)OCC(=O)Nc2ccccc2Cl)c(O)c1	-8%	8.9%	-1%	5%	-18%	-3	-2%	-6	9%
O=C(CN(C(=O)Cn1nnc(-c2ccc(F)cc2)n1)c1ccc(F)cc1)NC1CCCC1	-6%	-1.3%	1%	-4%	-7%	-7	-5%	5	-1%
COc1cc(C2C(C#N)=C(N)OC3=C2C(=O)CC(C)(C)C3)c([N+](=O)[O-])cc1OC (centres undefined)	3%	-0.4%	-7%	-6%	-18%	12	-9%	7	-1%
CC(=O)c1ccc(N2CCN(C(=O)/C=C/c3ccc4ccccc4n3)CC2)cc1	-4%	0.5%	3%	-1%	-4%	-8	-7%	-2	-14%
CCCCC(c1nc2ccccc2[nH]1)n1c(=O)c(-c2ccccc2)nc2cc(C)c(C)cc21 (centres undefined)	·	·	·	-4%	·	-5	2%	0	·
Cc1cc(C(=O)CSc2n[nH]c(N)n2)c(C)n1-c1cc(F)ccc1F	-1%	-0.6%	2%	5%	-12%	-3	2%	0	-4%
CCc1ccc(/C=C/c2c[nH]c3ccccc23)[n+](CC)c1	7%	0.1%	?	-4%	-18%	-11	?	1	-11%
Cc1cc(C(=O)COC(=O)c2ccc3c(c2)OCO3)c(C)n1Cc1cccs1	8%	-0.2%	·	-5%	-10%	-7	0%	5	-14%
CCOc1ccc(NC(=O)c2cccc(NC3=NC4CS(=O)(=O)CC4S3)c2)cc1 (centres undefined)	-1%	1.7%	-3%	-5%	-22%	-12	2%	1	9%[57.1 µM]
Cc1ccc(C(=O)Nc2ccc(N3CCOCC3)cc2N2CCOCC2)cc1	5%	2.2%	2%	-3%	-18%	-5	0%	3	-9%
Cc1ccc(-n2nc(C)c(/C=N/n3c(C)n[nH]c3=S)c2Cl)cc1	2%	0.5%	-17%	-6%	?	-3	0%	1	1%[57.1 µM]
CC(Sc1ccccc1)C(=O)NNC(=O)c1ccncc1 (centres undefined)	4%	-1.1%	9%	-6%	-1%	-3	0%	-1	-5%
CCC(=O)Nc1nnc(SCC(=O)Nc2ccc3c(c2)OCO3)s1	-1%	-0.9%	-5%	-4%	-3%	-1	-2%	3	-7%
CC1CC(C)CN(CCCNC(=O)C2CCN(S(=O)(=O)N3CCCCC3)CC2)C1 (centres undefined)	6%	-0.4%	-2%	-3%	0%	-12	0%	-8	16%[57.1 µM]
CCN(CC)S(=O)(=O)c1cccc(NC(=O)COC(=O)c2cccs2)c1	-6%	4.3%	1%	-3%	-28%	-5	-2%	1	-2%
CC(C)(C)c1ccc(C(=O)N2CCCCC2CCN2CCCCC2)cc1 (centres undefined)	1%	0.6%	-9%	-3%	6%	-6	-3%	2	4%
Cc1ccc(C2CC2/C(=N/O)c2ccc(F)cc2)cc1 (centres undefined)	0%	0.0%	-8%	-3%	-20%	-2	-15%	1	-4%[11.4 µM]
CC1CCN(S(=O)(=O)c2cc3c4c(c2)CC(=O)N4CCC3)CC1	-11%	2.9%	3%	0%	-24%	0	3%	-4	-1%[57.1 µM]
CN1C(=S)SC(N(O)C(=O)Nc2ccccc2)C1(C)C (centres undefined)	1%	0.1%	-9%	-3%	5%	-1	-4%	-4	9%
COc1cccc(-c2sc3ccc(OC)cc3c2-c2cc(F)cc(OC)c2)c1	-9%	3.3%	0%	-4%	?	0	-5%	3	23%
Cc1cccc(C(=O)N/N=C/c2ccncc2)c1	-4%	-0.9%	-6%	-4%	-2%	0	-1%	-8	-5%
COc1ccc2c(c1[N+](=O)[O-])CCC/C2=N/OC(=O)c1ccccc1SC	1%	-1.7%	-4%	-4%	-10%	14	-4%	6	12%[57.1 µM]
CCCn1c2ccccc2c2cnn(CC(=O)NCCCOC)c(=O)c21	3%	1.5%	-5%	-5%	-12%	-5	1%	6	37%
CCOC(=O)C1=c2s/c(=C\c3ccncc3)c(=O)n2C(N)=C(C(=O)OC)C1c1ccncc1 (centres undefined)	-5%	-2.9%	0%	-4%	-25%	0	0%	-1	6%

Only part of the results is shown (hit frequency here may not be typical).
